TEAD-YAP block: TEAD-YAP interaction inhibition. 640,000 compounds, 1.4% hits. inhibition, % at 9.12 µM. AID 1259422. HEK-TIYL cells, TEAD-Gal4/YAP UAS-luciferase luminescence; in the data active means inhibition above about 32%;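 further: 0% = median of test compound wells and 100% = reference inhibitor wells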
GPR151 ag: activators of human GPR151. Q8TDV0. PathHunter beta-arrestin GPR151 cells, luminescence. activation, % at 11.2 µM. 650,000 compounds, 1% hits; in the data active means activation above about 4.9%;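 further: 0% = median of compound wells and 100% = cells with positive control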
Target sequence (Q8TDV0 whole entry, looked up): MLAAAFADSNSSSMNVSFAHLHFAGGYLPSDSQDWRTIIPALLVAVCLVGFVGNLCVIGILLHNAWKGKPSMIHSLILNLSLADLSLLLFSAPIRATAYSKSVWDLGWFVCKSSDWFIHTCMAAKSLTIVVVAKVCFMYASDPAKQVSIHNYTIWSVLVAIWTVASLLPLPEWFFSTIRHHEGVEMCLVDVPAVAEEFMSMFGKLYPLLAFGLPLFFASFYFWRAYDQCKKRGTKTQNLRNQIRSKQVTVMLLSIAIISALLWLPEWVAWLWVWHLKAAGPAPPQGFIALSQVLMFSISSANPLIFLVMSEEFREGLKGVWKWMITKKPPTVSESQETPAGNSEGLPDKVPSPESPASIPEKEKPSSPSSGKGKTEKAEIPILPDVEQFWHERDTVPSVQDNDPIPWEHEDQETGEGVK
MITF primary: blocks human microphthalmia-associated transcription factor. O75030. AlphaScreen MITF homodimerization, bead proximity signal. inhibition, % at 2.6 µM. 650,000 compounds, 0.91% hits; in the data active means inhibition above about 50%;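 further: 0% = vehicle wells with protein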
FBW7 act: human FBW7 E3 ligase activation, primary screen; normalized activity (activation), % at 26.1 µM; Q969H0; 650,000 compounds, 0.13% hits; AlphaScreen FBW7–phospho-cyclin E peptide binding, activator screen; AID 1259310; in the data active means normalized activity above about 1.9%;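 further: purified mutant Fbw7 with reduced substrate affinity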
Target sequence (Q969H0 whole entry, looked up): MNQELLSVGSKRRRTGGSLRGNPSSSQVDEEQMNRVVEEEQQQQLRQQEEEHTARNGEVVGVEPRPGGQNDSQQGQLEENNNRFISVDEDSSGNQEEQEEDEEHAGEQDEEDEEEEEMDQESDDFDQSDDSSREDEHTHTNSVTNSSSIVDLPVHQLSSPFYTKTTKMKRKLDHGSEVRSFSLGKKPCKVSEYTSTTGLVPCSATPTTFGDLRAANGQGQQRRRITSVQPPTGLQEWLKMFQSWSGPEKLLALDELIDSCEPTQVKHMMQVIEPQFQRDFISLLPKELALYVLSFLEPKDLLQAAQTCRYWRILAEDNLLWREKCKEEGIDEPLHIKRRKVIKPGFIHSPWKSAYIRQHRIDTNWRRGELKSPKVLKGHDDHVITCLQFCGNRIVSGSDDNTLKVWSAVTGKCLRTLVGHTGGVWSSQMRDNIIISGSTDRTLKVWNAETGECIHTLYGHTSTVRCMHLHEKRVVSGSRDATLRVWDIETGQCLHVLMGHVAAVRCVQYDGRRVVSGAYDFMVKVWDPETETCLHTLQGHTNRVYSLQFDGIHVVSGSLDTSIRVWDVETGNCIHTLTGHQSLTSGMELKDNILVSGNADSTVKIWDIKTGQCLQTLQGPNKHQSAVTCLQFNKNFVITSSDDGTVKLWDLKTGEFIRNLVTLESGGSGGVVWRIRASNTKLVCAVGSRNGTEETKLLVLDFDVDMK
* hit, by the source's call.

COc1ccc(CN(Cc2ccc(C(=O)O)cc2)C(=S)Nc2ccccc2C)cc1OC was read as TEAD-YAP block -1, GPR151 ag -0.6, MITF primary 1 and FBW7 act -0.1.
Screening COc1ccc(N2CC(C(=O)OCC(=O)Nc3ccc(Cl)c(Cl)c3)CC2=O)cc1 (stereo not given) returned TEAD-YAP block -2, GPR151 ag 0.5, MITF primary 0 and FBW7 act 0.3.
Screening O=c1[nH]cnc2c1nc(N1CCN(CCO)CC1)n2C1OC(CO)C(O)C1O (stereo not given) returned TEAD-YAP block 1, GPR151 ag 0.5, MITF primary 2 and FBW7 act 0.0.
For CCCn1c(/N=C/c2ccccc2O)nc2ccccc21 the results were TEAD-YAP block -1, GPR151 ag -0.3, MITF primary 2 and FBW7 act 0.1.
Screening C=CCN(C(=O)c1csnn1)C(C(=O)NC(C)(C)C)c1cccs1 (stereo not given) returned TEAD-YAP block 2, GPR151 ag -0.1, MITF primary 15 and FBW7 act 0.1.
`O=C(CN1C(=O)c2ccccc2S1(=O)=O)c1ccccc1` gave TEAD-YAP block 54*, GPR151 ag -1.3, MITF primary 11 and FBW7 act 0.6.
Screening O=C(NCCC1=CCCCC1)c1cc(S(=O)(=O)N2CCC3(CC2)OCCO3)ccc1F returned TEAD-YAP block 1, GPR151 ag -1.1, MITF primary 4 and FBW7 act -0.1.
CCCCOCCCNC(=O)c1cccc(I)c1 was read as TEAD-YAP block -7, GPR151 ag 1.0, MITF primary -13 and FBW7 act -0.3.
COc1ccc(C(=O)Nc2nc3c(OC)ccc(Cl)c3s2)cc1 was read as TEAD-YAP block -11, GPR151 ag 2.0, MITF primary 15 and FBW7 act 0.1.
`O=C(O)c1ccccc1N1C(=O)CC(c2ccccc2)CC1=O` gave TEAD-YAP block 1, GPR151 ag -0.2, MITF primary 14 and FBW7 act 0.3.
CC(=O)c1cccc(NC(=O)CN2CCC(C(N)=O)CC2)c1 was read as TEAD-YAP block -2, GPR151 ag -1.7, MITF primary 13 and FBW7 act 0.1.
Cc1sc2nc(Cc3ccccc3)nc(NCCC3=CCCCC3)c2c1C was read as TEAD-YAP block -8, GPR151 ag -0.7, MITF primary 2 and FBW7 act -0.1.
Cc1ccc(S(=O)(=O)N2CCN3C(=O)[C@@H](Cc4ccccc4)NC(=O)[C@H]3C2)cc1 was read as TEAD-YAP block -4, GPR151 ag 1.2, MITF primary 20 and FBW7 act 0.1.
`O=C(Nc1ccc(Cl)cc1)C1CC=CCC1C(=O)OCC(F)(F)C(F)F` (stereo not given) gave TEAD-YAP block -3, GPR151 ag 0.2, MITF primary 2 and FBW7 act 0.0.
CS(=O)(=O)c1cc(Cl)ccc1CN1CCC(c2nnc(-c3ccc(F)cc3)o2)CC1 was read as TEAD-YAP block 1, GPR151 ag 1.2, MITF primary -2 and FBW7 act -0.1.
For Cc1nc2sccn2c1C(=O)N/N=C/c1cccc2ccccc12 the results were TEAD-YAP block 2, GPR151 ag 2.7, MITF primary -3 and FBW7 act -0.1.
`N#CC1=C(SCC(=O)Nc2ccc(Br)cc2)NC(=O)CC1c1cccc2ccccc12` (stereo not given) gave TEAD-YAP block 10, GPR151 ag -0.4, MITF primary -6 and FBW7 act -0.1.
`CC1(C)CC(=O)C/C(=N\NC(=O)C2CC23CCC3)C1` (stereo not given) gave TEAD-YAP block -13, GPR151 ag 0.2, MITF primary 4 and FBW7 act -0.2.
For Fc1ccc(N2CCN(c3nc4ccc(Cl)cc4n4cnnc34)CC2)cc1 the results were TEAD-YAP block 12, GPR151 ag -0.2, MITF primary 12 and FBW7 act 0.4.
`Cc1c(C(=O)NCc2ccccc2Cl)sc2ncn(C)c(=O)c12` gave TEAD-YAP block -11, GPR151 ag -1.2, MITF primary 1 and FBW7 act -0.1.
For CCCCOc1ccc(C(=O)NCc2nnc(SCC(=O)N3CCc4ccccc43)n2-c2ccccc2OC)cc1 the results were TEAD-YAP block 0, GPR151 ag 1.1, MITF primary 17 and FBW7 act -0.1.
Screening O=C(c1ccco1)N1CCN(C(=O)c2ccc(Cn3cc(Br)cn3)o2)CC1 returned TEAD-YAP block -8, GPR151 ag 0.0, MITF primary -1 and FBW7 act 0.2.
Screening CCNC(=NCc1ccc2c(c1)OCO2)SC1CC(=O)N(c2ccccc2)C1=O (stereo not given) returned TEAD-YAP block 6, GPR151 ag 0.3, MITF primary 6 and FBW7 act 0.0.
For Cc1ccc(S(=O)(=O)N2CCC(N3CCN(CCO)CC3)CC2)cc1 the results were TEAD-YAP block -8, GPR151 ag -0.3, MITF primary 50 and FBW7 act -0.1.
Screening O=C(CNc1ccc2ccccc2c1)N/N=C/C=C/c1ccccc1 returned TEAD-YAP block 3, GPR151 ag 0.8, MITF primary 13 and FBW7 act 0.2.
COc1ccccc1Oc1ncnc2scc(-c3ccc(Cl)cc3)c12 was read as TEAD-YAP block -5, GPR151 ag 0.8, MITF primary -9 and FBW7 act 0.0.
Screening Cc1ccc(/C=C/C(=O)Nc2ccc(C)c(Cl)c2)o1 returned TEAD-YAP block -21, GPR151 ag 1.2, MITF primary 2 and FBW7 act 0.1.
`CCC(C(=O)N1CCCC1)n1nc(C)n2c(cc3occc32)c1=O` (stereo not given) gave TEAD-YAP block 3, GPR151 ag -1.1, MITF primary 2 and FBW7 act 0.0.
For O=C(CSc1nc2ccsc2c(=O)n1-c1ccccc1)N1CCCC1 the results were TEAD-YAP block 7, GPR151 ag -1.3, MITF primary 5 and FBW7 act 0.0.
For O=C(NCc1ccc2c(c1)OCO2)c1ccsc1NC(=O)c1cc2ccccc2oc1=O the results were TEAD-YAP block -10, GPR151 ag -0.3, MITF primary 12 and FBW7 act -0.6.
O=C(CSc1nc2ccccc2n1CC(=O)NCc1ccccc1)NCc1ccccc1 was read as TEAD-YAP block 4, GPR151 ag 0.2, MITF primary 3 and FBW7 act 0.0.
Screening CCOC(=O)c1[nH]c(=O)[nH]c1C(C1C(=O)CC(C)(C)CC1=O)C1C(=O)CC(C)(C)CC1=O returned TEAD-YAP block 0, GPR151 ag 0.4, MITF primary 49 and FBW7 act -0.1.
O=C(Nc1nc2ccc([N+](=O)[O-])cc2s1)c1ccc(-c2ccccc2)cc1 was read as TEAD-YAP block 10, GPR151 ag 1.7, MITF primary -3 and FBW7 act 0.0.
For O=C(O)c1ccc(N2C(=O)CC(N3CCN(c4ccccc4)CC3)C2=O)cc1 (stereo not given) the results were TEAD-YAP block -8, GPR151 ag -0.4, MITF primary -1 and FBW7 act -0.1.
Screening CCOC(=O)C1(Cc2cccc(OC)c2)CCCN(C(=O)c2c(C)cc(C)[nH]c2=O)C1 (stereo not given) returned TEAD-YAP block -59, GPR151 ag 1.1, MITF primary -3 and FBW7 act -0.1.
Screening CCN1C(=O)C(=Cc2ccc([N+](=O)[O-])o2)C(=O)N(CC)C1=S returned TEAD-YAP block 20, GPR151 ag 1.3, MITF primary 6 and FBW7 act -0.3.
O=C1N[C@@H](CO)C(=O)N2CCN(C(=O)Oc3ccc(Cl)cc3)C[C@H]12 was read as TEAD-YAP block -2, GPR151 ag 2.3, MITF primary -5 and FBW7 act 0.2.
Screening COc1cc(N=Cc2c(O)n(-c3ccc(Cl)cc3)c(=O)[nH]c2=O)cc(OC)c1 returned TEAD-YAP block 5, GPR151 ag 0.0, MITF primary 8 and FBW7 act -0.1.
`Cc1cccc(NC(=O)C(=O)NC2CCCC2)c1` gave TEAD-YAP block 19, GPR151 ag -3.9, MITF primary -3 and FBW7 act -0.1.
Screening O=C(NCCc1ccccc1)[C@H]1C=CCN1C(=O)c1ccc(F)cc1 returned TEAD-YAP block -2, GPR151 ag 0.4, MITF primary 6 and FBW7 act 0.0.

Reprinted from the part before: 2 entries, followed by the next part.
`Cc1cccc(NC(=O)C(=O)NC2CCCC2)c1` gave TEAD-YAP block 19, GPR151 ag -3.9, MITF primary -3 and FBW7 act -0.1.
Screening O=C(NCCc1ccccc1)[C@H]1C=CCN1C(=O)c1ccc(F)cc1 returned TEAD-YAP block -2, GPR151 ag 0.4, MITF primary 6 and FBW7 act 0.0.
Screening S=C(Nc1ccc(Oc2ccccc2)cc1)N(Cc1cccs1)C1CCCC1 returned TEAD-YAP block -5, GPR151 ag -0.4, MITF primary 6 and FBW7 act 0.0.
COc1c(Cl)ccc(Cl)c1C(=O)NCCc1ccccc1 was read as TEAD-YAP block 3, GPR151 ag 0.2, MITF primary 10 and FBW7 act 0.0.
`O=C(c1cnn2c1NC(c1ccc3c(c1)OCO3)CC2C(F)(F)F)N1CCN(C(c2ccccc2)c2ccccc2)CC1` (stereo not given) gave TEAD-YAP block -7, GPR151 ag -1.1, MITF primary 0 and FBW7 act -0.2.
For CCOc1cccc2c1OC1(C)C(C(=O)Nc3ccc(C)cc3C)C2NC(=S)N1c1ccc(Cl)cc1 (stereo not given) the results were TEAD-YAP block 9, GPR151 ag -0.6, MITF primary 26 and FBW7 act 0.1.
`N#CC1=C(N)N(c2ncn[nH]2)C2=C(C(=O)CCC2)C1c1cccc(Cl)c1` (stereo not given) gave TEAD-YAP block 12, GPR151 ag -1.7, MITF primary -1 and FBW7 act -0.1.
Screening Cc1cccc(OCC(=O)N/N=C/C(=O)c2ccccc2)c1 returned TEAD-YAP block -5, GPR151 ag -0.6, MITF primary -3 and FBW7 act 0.6.
COCCNC(=O)CN1C(=O)NC2(CCN(Cc3ccccc3)CC2)C1=O was read as TEAD-YAP block -3, GPR151 ag -0.3, MITF primary 38 and FBW7 act -0.1.
For CCOCCCNC(=O)CSc1ccc(-c2ccc(F)cc2)nn1 the results were TEAD-YAP block 9, GPR151 ag 0.1, MITF primary 0 and FBW7 act 0.0.
Screening CCCC12CN3CC(C)(CN(C1)C3c1ccc(O)c(OC)c1)C2=O (stereo not given) returned TEAD-YAP block 5, GPR151 ag 0.8, MITF primary 13 and FBW7 act 0.3.
For COc1ccccc1C/C(N)=N/OC(=O)c1ccc(C)c([N+](=O)[O-])c1 the results were TEAD-YAP block -3, GPR151 ag -0.6, MITF primary 22 and FBW7 act 0.9.
Screening CC(C)(C)NS(=O)(=O)c1ccc(OCC(=O)N2CCCCC2)cc1 returned TEAD-YAP block 10, GPR151 ag 3.0, MITF primary -6 and FBW7 act 0.0.
For O=C(CCc1nc2ccccc2[nH]c1=O)OCc1ccccc1F the results were TEAD-YAP block -4, GPR151 ag -0.4, MITF primary -3 and FBW7 act -0.1.
Screening N#C/C(=C\c1coc2ccccc2c1=O)c1nc2ccccc2[nH]1 returned TEAD-YAP block -4, GPR151 ag 0.4, MITF primary -3 and FBW7 act -0.1.
Screening O=C(c1cc(S(=O)(=O)N2CCOCC2)ccc1Cl)N1CCCCC1CO (stereo not given) returned TEAD-YAP block -2, GPR151 ag 0.1, MITF primary 7 and FBW7 act -0.1.
`COc1ccc(NC(=O)COc2cccc(Cl)c2)c([N+](=O)[O-])c1` gave TEAD-YAP block -8, GPR151 ag 1.5, MITF primary 8 and FBW7 act 0.0.
`Cc1ccc(NC(=O)c2ccc(CN3CCN(c4ccccc4)CC3)cc2)cc1Cl` gave TEAD-YAP block 26, GPR151 ag 1.8, MITF primary 11 and FBW7 act 0.0.
For Cc1nc(N2CCN(c3ccccn3)CC2)c2c(C)c(C(=O)N3CCC4(CC3)OCCO4)sc2n1 the results were TEAD-YAP block 9, GPR151 ag -0.7, MITF primary -5 and FBW7 act 0.0.
`CC(=O)N(NC(=O)C(O)(c1ccc(F)cc1)c1ccc(F)cc1)c1ccccc1` gave TEAD-YAP block 6, GPR151 ag 1.3, MITF primary 8 and FBW7 act -0.1.
Screening COc1cccc(CC2(CO)CCCN(Cc3cccnc3)C2)c1 (stereo not given) returned TEAD-YAP block -6, GPR151 ag -1.1, MITF primary 3 and FBW7 act 0.2.
`Cc1ccc(-c2n[nH]c(CNC(=O)c3ccco3)n2)cc1` gave TEAD-YAP block 5, GPR151 ag 0.4, MITF primary 9 and FBW7 act 0.7.
`Cc1nc(C)c(S(=O)(=O)NCc2ccc(-c3cccs3)cc2)s1` gave TEAD-YAP block 3, GPR151 ag 2.3, MITF primary 2 and FBW7 act 0.3.
For COc1ccc(OC)c(/C=C/C(=O)O)c1 the results were TEAD-YAP block -7, GPR151 ag 0.8, MITF primary -1 and FBW7 act 0.3.

Among those listed so far, these have a thiophene ring, fused or not:
Screening C=CCN(C(=O)c1csnn1)C(C(=O)NC(C)(C)C)c1cccs1 (stereo not given) returned TEAD-YAP block 2, GPR151 ag -0.1, MITF primary 15 and FBW7 act 0.1.
Cc1sc2nc(Cc3ccccc3)nc(NCCC3=CCCCC3)c2c1C was read as TEAD-YAP block -8, GPR151 ag -0.7, MITF primary 2 and FBW7 act -0.1.
`Cc1c(C(=O)NCc2ccccc2Cl)sc2ncn(C)c(=O)c12` gave TEAD-YAP block -11, GPR151 ag -1.2, MITF primary 1 and FBW7 act -0.1.
COc1ccccc1Oc1ncnc2scc(-c3ccc(Cl)cc3)c12 was read as TEAD-YAP block -5, GPR151 ag 0.8, MITF primary -9 and FBW7 act 0.0.
For O=C(CSc1nc2ccsc2c(=O)n1-c1ccccc1)N1CCCC1 the results were TEAD-YAP block 7, GPR151 ag -1.3, MITF primary 5 and FBW7 act 0.0.
For O=C(NCc1ccc2c(c1)OCO2)c1ccsc1NC(=O)c1cc2ccccc2oc1=O the results were TEAD-YAP block -10, GPR151 ag -0.3, MITF primary 12 and FBW7 act -0.6.
Screening S=C(Nc1ccc(Oc2ccccc2)cc1)N(Cc1cccs1)C1CCCC1 returned TEAD-YAP block -5, GPR151 ag -0.4, MITF primary 6 and FBW7 act 0.0.
For Cc1nc(N2CCN(c3ccccn3)CC2)c2c(C)c(C(=O)N3CCC4(CC3)OCCO4)sc2n1 the results were TEAD-YAP block 9, GPR151 ag -0.7, MITF primary -5 and FBW7 act 0.0.
`Cc1nc(C)c(S(=O)(=O)NCc2ccc(-c3cccs3)cc2)s1` gave TEAD-YAP block 3, GPR151 ag 2.3, MITF primary 2 and FBW7 act 0.3.
